Vif inh = blocks HIV Vif function; 340,000 tested, 0.35% active; inhibition, % at 7.49 µM; HEK293T cells, Vif self-association by quenched fluorescence, imaging, 24 h; in the data active = inhibition above about 50%, passing the limit was not always enough; also: some results filed as inactive read as strong as hits
N-glyco inh = N-linked glycosylation inhibition | D54 ERlucT glycosylation luciferase reporter, 24 h; percent of 100 nM tunicamycin response | reporter increase, % at 12.5 µM | 360,000 tested, 0.23% active | AID 588692;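 active = mean luciferase reporter signal, scaled so untreated is 0 and the glycosylation-blocking control 100, at or above a set limit in every replicate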;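 also: luciferase carries N-glycosylation sites so blocking glycosylation raises the light; 0% = median of neutral control wells and 100% = median of 100 nM tunicamycin wells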
HTR2A ag = activates the mouse 5-HT2A serotonin receptor. P35363. CHO-K1 mHTR2A beta-arrestin complementation, luminescence; percent of 30 µM serotonin response. activation, % at 7.6 µM. 360,000 tested, 0.66% active. AID 624169;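 active = activation above a run cutoff, the mean activation of all tested compounds plus 3 SD, cut at about 14% in these data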;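 also: 0% = plate median of compound wells and 100% = 30 µM serotonin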
Target sequence (P35363 whole entry, looked up): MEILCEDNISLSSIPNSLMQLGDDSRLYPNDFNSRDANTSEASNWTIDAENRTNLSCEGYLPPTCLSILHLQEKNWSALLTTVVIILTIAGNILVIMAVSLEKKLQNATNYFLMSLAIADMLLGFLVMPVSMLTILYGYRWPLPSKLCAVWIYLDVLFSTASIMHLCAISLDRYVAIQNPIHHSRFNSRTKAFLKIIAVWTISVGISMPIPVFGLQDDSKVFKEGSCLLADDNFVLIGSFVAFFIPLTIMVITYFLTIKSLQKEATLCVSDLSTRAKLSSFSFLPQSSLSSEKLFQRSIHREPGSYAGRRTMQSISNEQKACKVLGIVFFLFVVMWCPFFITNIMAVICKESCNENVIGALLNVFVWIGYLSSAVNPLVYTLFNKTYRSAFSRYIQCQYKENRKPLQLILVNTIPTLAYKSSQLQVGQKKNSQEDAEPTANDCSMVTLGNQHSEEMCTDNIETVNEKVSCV
MC4R antag cAMP = blocks human MC4R cAMP signaling. P32245. MC4R-expressing cells, MTII-stimulated cAMP, LANCE TR-FRET. inhibition, % at 6.5 µM. 360,000 tested, 0.48% active. AID 540295;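 active = inhibition above its plate's cutoff, the mean of tested wells on that plate plus 3 SD, cut at about 29% in these data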;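 also: 0% = Melanotan II alone and 100% = Melanotan II plus saturating MCL0020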
Target sequence (P32245 whole entry, looked up): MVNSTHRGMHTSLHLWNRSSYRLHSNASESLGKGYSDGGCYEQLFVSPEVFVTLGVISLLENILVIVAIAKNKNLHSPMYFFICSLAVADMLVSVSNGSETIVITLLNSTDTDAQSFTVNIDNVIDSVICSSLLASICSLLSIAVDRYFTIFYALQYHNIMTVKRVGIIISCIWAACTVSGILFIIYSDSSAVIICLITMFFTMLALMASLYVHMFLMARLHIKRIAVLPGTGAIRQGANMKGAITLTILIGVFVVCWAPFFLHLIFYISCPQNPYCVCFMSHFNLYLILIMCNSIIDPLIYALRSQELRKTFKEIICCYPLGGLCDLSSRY
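System – human MC4R-expressing U2OS cells · Also added – Melanotan II · Dosing – one concentration, 6.5 µM nominal · Timing – 30-min compound, 1-h challenge, 1-h detection, room temperature · Measured by – Eu-cAMP/anti-cAMP TR-FRET, emission 671 nm · Replicates – singlicate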
H9c2 protect = modulators protecting cardiomyocytes from myocardial damage. H9c2 cardiomyocytes, H2O2 injury protection, ATPLite, 2 h. protection from H2O2 cell death, % at 20 µM. 360,000 tested, 0.63% active. AID 588492;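 active = compounds giving at least 50% protection of heart cells from peroxide-induced death in the single-dose screen, raw or plate-pattern-corrected value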;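 also: 0% = DMSO wells with peroxide and 100% = DMSO wells without peroxide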
aDG glyco up = alpha-DG glycosylation activation. Pro5-aDG cells, alpha-DG glycosylation AlphaScreen (IIH6); 0% Pro5, 100% B10-LARGE cell signal. activation, % at 10 µM. 360,000 tested, 0.22% active;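 active = activation of at least 8% versus controls, or a plate z-score of at least 8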;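 also: Pro5 are CHO cells carrying HIG-tagged alpha-DG that lacks glycosylation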
MC4R barr agon = activates human MC4R beta-arrestin recruitment; P32245; U2OS MC4R beta-arrestin complementation, luminescence; percent of melanotan II response, DMSO zero; activation, % at 8.9 µM; 360,000 tested, 0.98% active; AID 540308;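 active = activation above a per-plate cutoff, the mean activation of sample wells on that plate plus 3 SD, cut at about 8% in these data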
ABCB6 inh 2 = inhibitors of human ABC transporter ABCB6. K562-ABCB6 porphyrin accumulation, flow cytometry, 1 h; hits give low values. fluorescence ratio to DMSO, % at 10 µM. 360,000 tested, 0.19% active;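 active = fluorescence ratio to DMSO below 75%, the collection mean minus 3 SD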;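 also: signal is porphyrin accumulated inside mitochondria; 100% equals median channel fluorescence of DMSO control wells; lower ratio means ABCB6 inhibition with less porphyrin fluorescence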
PDI inh = PDI (human) enzyme inhibition | P07237 | PDI insulin aggregation turbidity, A650, 90 min | AID 588391 | 350,000 tested, 0.052% active | inhibition, % at 10 µM;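 active = mean inhibition across replicates of 30% or more, whatever share of single replicates reach that level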;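 also: absorbance from insulin aggregation driven by PDI reduction with DTT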
CaV13 ICDI inh = Disruptors of the CACNA1D IQ motif to Ca2+-dependent inactivation inhibitor domain association, primary screening, Förster resonance energy transfer in intact living …; HEK cells, CFP/YFP FRET ICDI-IQ, plate reader, 10 min; percent FRET-ratio fall versus neutral wells; inhibition, % at 12.3 µM; 340,000 tested, 0.098% active; AID 743397;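 active = mean replicate inhibition of at least 30% and at least 1% of replicates passing that level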;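 also: 0% = median of the neutral control wells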
The depositor's hits bear a star; nt = no result given.

Value order: N-glyco inh	CaV13 ICDI inh	MC4R barr agon	PDI inh	H9c2 protect	MC4R antag cAMP	ABCB6 inh 2	aDG glyco up	Vif inh	HTR2A ag
CSc1nccc(N/N=C/c2ccccc2)n1
    -4	-4	-2.6	-5	-9	-5	93	0.1	1	-7
CC1=C(C(=O)OCC(C)C)C2(O)C(=O)c3ccccc3C2(O)N1 (stereo unspecified)
    4	-6	-0.7	-4	3	7	98	0.0	2	0
Cc1ccccc1-n1ccnc1SCC(=O)NCc1ccco1
    -1	-20	0.2	12	4	6	99	0.4	-7	0
COc1ccc(C2C(C(=O)N3CCN(c4ccccn4)CC3)CCC(=O)N2c2ccc(OC)cc2)cc1 (stereo unspecified)
    -1	7	3.2	6	7	-6	88	0.5	-3	5
CC(C)c1nc2c([nH]1)c(=O)n(C)c(=O)n2C
    3	-2	-1.0	1	1	7	94	0.1	-14	8
CN1CCN(C2CN(Cc3cn(Cc4ccc(F)cc4)nn3)S(=O)(=O)C2)CC1 (stereo unspecified)
    nt	-9	nt	nt	nt	nt	96	-0.1	nt	11
CN1CCN(C(=O)COCc2cc(-c3ccc4c(c3)OCO4)on2)CC1
    0	-3	-1.6	0	-3	4	97	-0.3	-9	-9
CN(C(=O)c1cccc(NC(=O)Cc2ccc(NC(=O)C3CCCN(C(=O)C4CCCC4)C3)cc2)c1)C1CCCCC1 (stereo unspecified)
    -3	-10	-0.3	-7	-23	0	99	-0.2	-19	-5
Cc1cc(C(=O)N/N=C/c2ccccc2)c(C)o1
    2	-5	-0.6	4	-2	5	93	0.1	-5	-4
CC1(CC(=O)N/N=C/c2cc3c(cc2Br)OCO3)OCCO1
    3	11	0.2	-4	3	9	97	0.5	7	0
Cc1ccccc1NC(=S)Nc1cccc2cnccc12
    8	-1	-1.2	-6	-15	4	96	0.7	-5	-4
O=C(N/N=C\c1cc(Cl)ccc1O)c1ccc(S(=O)(=O)N2CCCCC2)cc1
    -8	-8	1.3	-6	63*	1	99	0.1	-4	0
Cc1cc(C)cc(N2CC(O)=C(c3nc4ccccc4c(=O)[nH]3)C2=N)c1
    3	-5	-0.5	4	16	3	97	-0.1	2	6
CCC1CCCCN1CCCNC(=O)CC1Oc2ccccc2NC1=O (stereo unspecified)
    -1	10	-0.2	-5	-1	-2	98	0.1	2	4
CN(C)c1ccc(/C=N/Nc2ccc(-n3ccnc3)nn2)cc1
    0	nt	-1.7	7	20	-9	103	0.2	10	2
O=C1c2ccccc2C(=O)N1CCCCSc1nnnn1-c1ccccc1
    0	nt	2.9	-18	-27	-3	89	0.0	nt	1
COc1cc2nc3occc3c(OC)c2cc1OC
    1	-11	1.0	-3	8	-8	100	-0.1	-1	-3
Cc1nc(-c2ccc(F)cc2)c(CC(=O)N2CCN(S(=O)(=O)c3cccc(Cl)c3)CC2)s1
    2	-5	-1.4	1	9	2	93	0.1	4	-5
Cn1c2ccccc2c2ncn(Cc3ccc(F)cc3)c(=O)c21
    -1	-5	-4.4	-11	-2	0	102	0.0	35	-4
COc1ccc(/C=N/NC(=O)c2ccco2)cc1OCc1ccccc1
    -3	1	0.4	-9	13	-1	99	0.0	-4	-2

The list goes on.
Value order: N-glyco inh	CaV13 ICDI inh	MC4R barr agon	PDI inh	H9c2 protect	MC4R antag cAMP	ABCB6 inh 2	aDG glyco up	Vif inh	HTR2A ag
Nc1nonc1-n1nnc(C(=O)N/N=C/c2ccc(Br)cc2)c1-c1ccc2c(c1)OCO2
    6	-2	8.8*	-7	12	7	98	1.0	3	5
O=C(COC(=O)Cn1cnc2ccccc2c1=O)NCC12CC3CC(CC(C3)C1)C2
    0	-2	-1.2	6	1	29*	101	-0.2	2	1
COC(=O)c1cc(Br)c(=O)n(CCN2CCCCC2)c1
    0	nt	-0.9	3	-5	0	nt	-0.1	-5	2
O=C(COC(=O)C1CCN(S(=O)(=O)c2cccs2)CC1)c1ccc2c(c1)OCCO2
    -1	nt	1.8	7	-10	1	95	-0.1	13	-4
Cc1cc(SCC(=O)OCC(=O)NCC2CCCO2)c(C)cc1Br (stereo unspecified)
    2	-2	-2.5	-1	0	23	106	0.4	0	0
COCCn1c(=S)[nH]c2cc(C(=O)NC3CCCC(C)C3C)ccc2c1=O (stereo unspecified)
    1	-5	-1.0	0	1	8	99	0.0	-6	3
COc1ccc(C(C)(C)C)cc1NC(=O)C1CC=CCC1C(=O)O (stereo unspecified)
    0	nt	1.5	1	-5	-1	102	-0.1	-2	-2
COc1cccc(CN(C)C(=O)c2ccc(OCC(=O)N3CCOCC3)c(OC)c2)c1
    1	-6	-0.7	3	13	1	100	0.2	-2	-3
CCCC(C)NC(=O)c1ccc(OCc2ccc(Cl)cc2)c(OC)c1 (stereo unspecified)
    -2	-5	5.4	-25	-15	6	95	0.3	-4	11
CCOC(=O)c1c(C)[nH]c(C)c1C(=O)COC(=O)c1cc2ccccc2cc1O
    4	-20	2.5	-4	-8	-50	94	0.8	-8	-3
CCOC(=O)N1CCN(CCC(=O)Nc2cc([N+](=O)[O-])ccc2OC)CC1
    2	-19	1.3	-4	-1	5	101	0.3	-1	3
O=C(NCCCN1CCCC1=O)c1ccc(S(=O)(=O)Nc2ccccc2F)cc1
    -4	-6	-0.8	-1	3	1	93	-0.2	nt	-5
CCc1cccc(NS(=O)(=O)c2c(C)nc3scc(C)n3c2=O)c1
    1	-3	-0.2	8	-8	1	96	0.1	8	-6
O=C(O)CCC(=O)N1CCN(S(=O)(=O)c2ccc3ccccc3c2)CC1
    0	-3	-1.1	-1	-1	16	99	-0.2	-1	4
CCOc1ccc(N2C(=O)c3cccnc3C2=O)cc1
    -1	-5	-0.1	2	-6	0	98	0.1	8	3
O=S(=O)(c1ccccc1)N1CCn2c(nc3ccccc32)C1
    2	-3	-0.8	nt	5	5	98	-0.2	-5	1
COc1cc2c(=O)[nH]c3cc([N+](=O)[O-])ccc3c2cc1[N+](=O)[O-]
    4	-10	-1.4	-6	3	7	96	-0.2	2	-1
CNC(=O)OC1CC2CC1[C@H]1CCCCN1C2=O (stereo partly specified)
    nt	-6	nt	nt	nt	nt	94	-0.1	nt	1
CN(C(=O)COC(=O)COc1ccc2ccccc2c1)c1ccccc1
    0	-5	-2.1	3	-4	0	100	0.2	22	-3
Cc1ccc(C2=NN(CC(=O)NCCN(CC(C)C)CC(C)C)C(=O)CC2)cc1
    -2	-6	2.3	-4	2	13	94	0.0	-3	-1

Copied from the list:
MC4R antag cAMP with O=C(NCCCN1CCCC1=O)c1ccc(S(=O)(=O)Nc2ccccc2F)cc1 → 1
MC4R antag cAMP with Nc1nonc1-n1nnc(C(=O)N/N=C/c2ccc(Br)cc2)c1-c1ccc2c(c1)OCO2 → 7

Later entries:
Value order: N-glyco inh	CaV13 ICDI inh	MC4R barr agon	PDI inh	H9c2 protect	MC4R antag cAMP	ABCB6 inh 2	aDG glyco up	Vif inh	HTR2A ag
COc1cc(-c2cnc3c(NC=O)cc(-c4cccc(C(F)(F)F)c4)cn23)cc(OC)c1OC
    0	-10	18*	-1	3	-1	103	0.2	-41	-4
CC(=O)c1ccc(NC(=O)C2(c3ccccc3)CC2(Cl)Cl)cc1 (stereo unspecified)
    0	-4	-1.5	4	0	10	89	0.0	1	1
CC(C)NC(=O)C1(O)c2ccccc2NC(=O)N1c1ccc(Cl)c(Cl)c1 (stereo unspecified)
    1	-6	-0.5	-2	-8	0	100	0.1	-5	3
NC(=O)c1ccc(NC(=O)COC(=O)CCC(=O)c2ccc(Cl)cc2)cc1
    3	-3	-2.5	-16	-3	6	104	-0.2	-4	3
COc1ccccc1C(=O)NC(CCSC)C(=O)NCc1ccccn1 (stereo unspecified)
    -1	-6	-4.1	1	0	6	99	0.1	16	3
Cc1nnc(NC(=O)C2CC(=O)N(c3ccc4c(c3)OCCO4)C2)s1 (stereo unspecified)
    3	-5	-1.1	-12	7	0	86	-0.1	5	6
CCN(CC)C(=O)c1c([N+](=O)[O-])c(C(C)(C)C)nn1C
    1	-5	-0.2	1	6	8	98	-0.1	3	5
COc1ccc(-c2nc3nc(N)nn3cc2C)cc1F
    2	-3	-2.3	8	6	2	99	-0.1	5	-1
COc1ccccc1C(=O)NNC(=O)c1cccc(C)c1
    -2	-5	-2.1	0	-13	21	96	-0.1	6	-3
CC(C)Oc1ccc(S(=O)(=O)N2CCOCC2)cc1NC(=O)C1CCCC1
    0	-7	-3.7	5	7	1	98	-0.1	-8	1
CC(=O)Nc1nonc1-c1nc2ccccc2n1Cc1ccccn1
    -2	-6	1.3	-15	6	6	98	0.1	18	1
O=C(Nc1cccc(S(=O)(=O)N2CCCC2)c1)c1cc(S(=O)(=O)N2CCOCC2)ccc1F
    -1	-1	0.0	-3	-3	9	102	0.7	7	10
CCCc1nc(N)nc2c1C(=O)CC(C)(C)C2
    2	-6	-1.4	-43	1	6	99	-0.1	0	1
Cc1cc(C)cc(-n2cc(C(=O)O)c(=O)cc2C)c1
    1	12	-2.5	5	-3	10	98	0.7	5	0
CCOC(=O)c1ccc(NC(=O)C(C)NS(=O)(=O)c2ccc(OC)cc2)cc1 (stereo unspecified)
    -2	-8	2.6	4	-1	-1	96	0.1	0	3
CCCN1C2CCCC1CC(NC(=O)c1ccccc1)C2 (stereo unspecified)
    -1	nt	-0.4	-6	8	4	97	-0.2	7	5
Cc1cccc(NC(=S)N(CCN(C)C)Cc2cccs2)c1
    -2	0	0.6	-4	-4	11	95	0.0	-10	-2
CCc1nc2c(OCc3c(C)noc3C)cccn2c1N(C=O)Cc1ccccc1
    1	-10	-0.6	5	-1	3	94	0.5	-6	1
Cc1ccccc1S(=O)(=O)Cc1ccc(C(=O)NC2CCCCC2)o1
    -4	-2	0.2	14	4	1	97	0.1	-13	-1
O=C(CSc1nc2ccccc2[nH]1)Nc1ccccc1N1CCOCC1
    -2	-4	-1.3	2	8	-3	96	0.0	-9	0

The list goes on:
Value order: N-glyco inh	CaV13 ICDI inh	MC4R barr agon	PDI inh	H9c2 protect	MC4R antag cAMP	ABCB6 inh 2	aDG glyco up	Vif inh	HTR2A ag
CC1(C(=O)NS(=O)(=O)c2cccc(F)c2)CCN1C(=O)CC1CCCC1 (stereo unspecified)
    3	-5	1.0	7	6	10	98	0.4	-4	1
O=C(Nc1ccc(Cl)cn1)Nc1ccccc1F
    2	-5	0.6	-7	0	0	95	2.0	-5	3
Cc1cc(C)nc(NS(=O)(=O)c2ccc(NC(=O)c3ccccc3C)cc2)n1
    1	6	0.2	-5	4	3	106	1.3	1	-8
O=C(/C=C/c1ccc(OC(F)F)cc1)OCC(=O)N1CCc2ccccc21
    2	-6	13*	0	-6	3	96	-0.4	15	1
COc1ccc2[nH]c(=O)c(CN(C)C(=O)C3CCCCC3)cc2c1
    2	nt	-1.4	6	20	-2	99	0.1	1	3
N#CCSc1nnc(-c2cnccn2)n1Cc1ccccc1
    0	-5	-1.7	8	8	-6	96	-0.2	3	-4
O=C(c1cccc(Oc2ccccc2)c1)N1CCN(c2ccccn2)CC1
    16	0	-1.8	-19	0	-2	96	0.3	4	0
Clc1ccc(CSc2nnc(-c3ccccn3)n2Cc2ccco2)cc1Cl
    -3	-7	4.0	-5	-13	-2	98	0.9	nt	-10
